SSB-PriA inh: inhibitors of Klebsiella pneumoniae PriA binding to SSB C-terminal tail; inhibition, % at 33 µM; AlphaScreen SSBct-PriA binding, biotinylated peptide; actives 0.6% (n = 430,000); AID 1272365; in the data active = inhibition mostly above about 37%, no sharp cut-off; inactive = mostly below about 20%;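 note: plate controls were negative control peptide for no effect and reference peptide for full effect; strong numbers were not always called active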
* hit, by the source's call; & = joins results of further samples. Some of the compounds tested; the hit share may differ from the screen's.

structure	SSB-PriA inh
COc1cccc(CSc2nc(CC(=O)NCc3ccccn3)cc(=O)[nH]2)c1	6
Clc1cc2c(c3ncccc13)OCN(Cc1ccccc1)C2	89*
Cc1ccc(Cc2nnc(NC(=O)c3ccc(S(C)(=O)=O)cc3)o2)c(C)c1	4
C=CCn1c(Sc2nc3ccccc3o2)nc2c1c(=O)[nH]c(=O)n2C	-3
Cn1cc(CC(=O)N2CC[C@H](S(=O)(=O)c3ccc(Cl)cc3)C2)c2ccccc21	4
COc1cccc(C=c2sc3nc(-c4cccs4)nn3c2=O)c1OC	-6
COc1cc(C=NNc2nc(C)cc(=O)[nH]2)ccc1O	4
O=C(c1cccc(Br)c1)N1CC(S(=O)(=O)c2ccc(Cl)cc2)C1	-11
CC(C)c1ccc(/C=C2\SC(=S)N(CCC(=O)NC3C=CS(=O)(=O)C3)C2=O)cc1 (stereo not drawn)	-2
COCCN(Cc1ccoc1)C(=O)c1c(C)nc2ccccn12	11
O=C(CSC1CCCC1)N1Cc2cnc(N3CCOCC3)nc2C1	3
COc1ccc(C(=O)NCCN2CCn3cc(OCc4ccccc4)c(=O)cc3C2=O)cc1	-10
O=C(NCC1CCN(C(=O)c2ccncc2)CC1)C(=O)NCC(F)(F)F	-7
COCCNC(=O)N1CCC(Cn2cccn2)CC1	-11
Cc1ccc([N+](=O)[O-])cc1S(=O)(=O)Nc1ccc(-c2cn3c(n2)SCC3)cc1	39*
Cc1ccc(C)c(NC(=O)c2cccc(S(C)(=O)=O)c2)c1	-2
CC(=O)N1CCN(c2ccnc3c2c(=O)n(CC(=O)Nc2cc(C)on2)c(=O)n3C)CC1	4
O=c1c2ccccc2nc(COc2ccccc2)n1N=Cc1cc([N+](=O)[O-])ccc1O	-2
Clc1ccccc1N=c1oc2ccc(Br)cc2cc1-c1nc2ccccc2[nH]1	-5
CO[C@@]1(CNC(=O)C2(c3ccc(Cl)cc3)CCCC2)CCSC1	-16
COC(=O)c1ccc2c(=O)n(Cc3ccc(F)cc3)c(N(Cc3ccco3)C3CCCC3)nc2c1	-9
CNS(=O)(=O)c1ccc(C(=O)Nc2nccs2)o1	1
COc1ccc(-c2csc(NC(=O)CCCN3C(=O)c4cccc5cccc(c45)C3=O)n2)cc1	-52
CSc1nc(N2CCCCC2)c2cnn(CCN)c2n1	-9
CCCc1cc(=O)[nH]c2nnc(SCC(=O)Nc3ccccc3OCC)n12	-6
COc1ccc(-c2noc(-c3ccc(=O)n(CC(=O)NCc4ccc(SC)cc4)c3)n2)cc1	-4
Cc1cc(SCC(=O)Nc2ccc(OC(F)F)cc2)nc2ccccc12	-21&-2
Sc1sc(-c2ccccc2)cc1C=Nc1ccccc1	16
O=C(Nc1cnc2nc[nH]n2c1=O)c1ccc(F)cc1	10
O=C(Cn1cnc2ccccc21)N1C2C=CCC1CC2 (stereo not drawn)	-6
COc1ccc(S(=O)(=O)NCc2cc(-c3ccccn3)n(C)n2)c(C)c1	-4
Cc1noc(-c2ccn3c(CNC(=O)[C@@H]4CC=CCC4)nnc3c2)n1	-14
COC(=O)c1ccc2c(=O)n(CC(=O)N3CCN(c4cccc(C)c4C)CC3)c(=S)[nH]c2c1	12
CCOC(=O)c1sc(-c2ccccc2)cc1NC(=O)CCS(=O)(=O)c1ccc(OC)cc1	-3
O=C(Nc1nccs1)C1CCCCN1S(=O)(=O)c1ccc(Cl)s1 (stereo not drawn)	-4
COC(=O)c1sccc1S(=O)(=O)NCc1nn(C)c(=O)c2ccccc12	-8
CC(C)c1ccc(C=NNC(=O)c2nnn(-c3nonc3N)c2CSC2=NCCS2)cc1	2
O=S(=O)(NCC(O)(c1ccco1)C1CC1)c1ccc(Cl)s1 (stereo not drawn)	-13
CCOc1c(C)cc(S(=O)(=O)Nc2ccc3c(c2)C(=O)N(CC)c2ccccc2O3)cc1C	29
Cc1ccc(S(=O)(=O)N=c2scc(C)n2C)cc1	-13

Ordered by SMILES length (smallest number first): some entries from above
structure	SSB-PriA inh
O=C(Cn1cnc2ccccc21)N1C2C=CCC1CC2 (stereo not drawn)	-6
O=C(Nc1nccs1)C1CCCCN1S(=O)(=O)c1ccc(Cl)s1 (stereo not drawn)	-4
Cc1noc(-c2ccn3c(CNC(=O)[C@@H]4CC=CCC4)nnc3c2)n1	-14
COC(=O)c1ccc2c(=O)n(CC(=O)N3CCN(c4cccc(C)c4C)CC3)c(=S)[nH]c2c1	12

(further entries)
structure	SSB-PriA inh
O=C(Nc1ccccc1Cc1nc(-c2cnccn2)no1)c1ccc(C(F)(F)F)cc1	-3
O=C(NCCC1=CCCCC1)C1COCC(=O)N1Cc1ccccc1 (stereo not drawn)	-2
CC(CC(=O)Nc1cccc(C(F)(F)F)c1)=NNC(=O)C1CCCCC1	9
CCOC(=O)N1CCN(S(=O)(=O)c2ccc(C(=O)Nc3ccccc3-c3nc4ccccc4[nH]3)cc2)CC1	-4
O=C(Cn1c(=O)oc2ccccc21)NCCCn1ccnc1-c1ccccc1	4
CC(=NNC(=O)c1cccs1)c1ccc2c(c1)OCO2	0
COc1ccccc1NC(=O)C(=O)NCC1(c2ccc(F)cc2)CC1	-9
COc1cc(OC)cc(-c2noc(CSc3nc4ccccc4c(=O)n3Cc3ccco3)n2)c1	-2
O=C(CCc1ccccc1F)N(Cc1ccsc1)Cc1ccco1	-6
O=C(C1=COCCO1)N1CC(Oc2nc3c(Cl)cccc3s2)C1	2
C=CCNS(=O)(=O)c1ccc(C(=O)NC2CC(C)(C)NC(C)(C)C2)cc1	11
CC(=O)N1CCC2(CC1)CC(=NNC(=S)Nc1ccc(C)cc1)c1cc(O)ccc1O2	21
CCN1C(=O)Cc2cc(NC(=O)c3ccc(F)c(F)c3)ccc21	20
COc1ccc(Cl)cc1C(=O)Nc1cccc(-c2cn3ccsc3n2)c1	9
O=S(=O)(N[C@H]1CCN(c2ccccn2)C1)c1cccs1	-7
CN(C(=O)CN1CCN(Cc2nc(-c3ccccc3)cs2)CC1)c1ccccc1	1
NC(=NNC(=O)Nc1ccccc1)c1ccccn1	20
O=C(c1ccc(F)cc1Cl)N1CCC(Cn2cccn2)CC1	37*
COC(=O)c1c(NC(=O)c2ccnn2C)sc2c1CCN(C(C)=O)C2	-8
CC(C)(C)c1ccc(NC(=O)c2ccccc2Br)c([N+](=O)[O-])c1	61
COc1cc(C(=O)NN=Cc2ccc(OC(=O)c3ccccc3)c(OC)c2)ccc1O	3
O=C(/C=C/c1ccccc1)N1CCN(Cc2nc(-c3ccco3)cs2)CC1	-2
O=C(Nc1ccccc1Cl)Nc1ccccc1Cc1nc(-c2ccco2)no1	-15
CCOC(=O)C1C(=O)C=C(c2cccs2)CC1c1ccc(N(CC)CC)cc1 (stereo not drawn)	4
COc1ccccc1C(=O)N(CN1CCCC1=O)c1cccc(C(F)(F)F)c1	5
CC1(C)CC(=O)C(c2cc(NS(=O)(=O)c3ccc(Cl)cc3)c3ccccc3c2NS(=O)(=O)c2ccc(Cl)cc2)C(=O)C1	1
CSc1cccc2sc(Nc3ccccc3Cl)nc12	-13
CCCOc1ccc(CNC(=S)NN=Cc2ccc([N+](=O)[O-])cc2)cc1	8
O=S(=O)(NCc1ccsc1)c1cccc(F)c1	-6&-5
CC(Cc1ccoc1)NS(=O)(=O)c1cccs1 (stereo not drawn)	4
CNC1(C)CCS(=O)(=O)C1 (stereo not drawn)	6
CSCCC(N)c1nc(C2CC2)no1 (stereo not drawn)	-14
O=C(N[C@H]1CCN(c2ccccn2)C1)C1(c2ccccc2)CCOCC1	1
O=C(O)CSc1ccc(F)cc1	-11&15
O=C(CSc1nncn1-n1cccc1)Nc1cc(Cl)ccc1Cl	13
COc1cccc(CSc2nc(CC(=O)N3CCN(C(C)=O)CC3)cc(=O)[nH]2)c1	-23
O=S(=O)(c1ccc(Cl)s1)N1C2CCC1COC2	-18
NC(=O)c1ccccc1OCC#CCNC(=O)CCc1ccccc1	-16
COc1ccc(NC(=O)NCCCn2nc(-c3ccccc3)ccc2=O)c(OC)c1	-3
O=C(c1cc(C(F)(F)F)cc(C(F)(F)F)c1)N1CC(c2nc(-c3ccco3)no2)C1	-8

Of the compounds above, these contain a nitro group on carbon:
structure	SSB-PriA inh
Cc1ccc([N+](=O)[O-])cc1S(=O)(=O)Nc1ccc(-c2cn3c(n2)SCC3)cc1	39*
O=c1c2ccccc2nc(COc2ccccc2)n1N=Cc1cc([N+](=O)[O-])ccc1O	-2
CC(C)(C)c1ccc(NC(=O)c2ccccc2Br)c([N+](=O)[O-])c1	61
CCCOc1ccc(CNC(=S)NN=Cc2ccc([N+](=O)[O-])cc2)cc1	8

The list continues:
CCSc1ccc(C(=O)Nc2nnc(Cc3cccs3)o2)cc1
- SSB-PriA inh = 36*

O=C(NCCc1ccco1)C(=O)NCC(c1cccs1)S(=O)(=O)c1ccc(F)cc1 (stereo not drawn)
- SSB-PriA inh = -8

CC(C)CCNC(=O)c1coc(NC(=O)C2CCC2)n1
- SSB-PriA inh = -6

O=c1c2c(-c3ccccc3)csc2ncn1/N=C\c1cccnc1
- SSB-PriA inh = -4

COc1cc(C2c3cccn3CCN2S(=O)(=O)N(C)C)cc(OC)c1OC (stereo not drawn)
- SSB-PriA inh = 13

O=C(Nc1ccc2c(c1)OCCO2)Nc1ccc2nc(-c3ccccc3)cc(N3CCOCC3)c2c1
- SSB-PriA inh = -15

CCOc1ccc(NC(=O)CNS(=O)(=O)c2ccc(F)c(Cl)c2)cc1
- SSB-PriA inh = -5

O=C(CSc1ccc(-c2cccnc2)nn1)NCc1ccc(F)cc1
- SSB-PriA inh = -3

Cc1ccccc1C(=O)Nc1nnc(-c2ccc3c(c2)OCCO3)o1
- SSB-PriA inh = 0

COc1ccc(CC(=O)Nn2cnc3c(cnn3C(C)(C)C)c2=O)cc1OC
- SSB-PriA inh = 4

NC1=NC(=O)S/C1=C\c1cc(Cl)ccc1OCC(=O)Nc1ccc(Cl)cc1
- SSB-PriA inh = -17

NC(=O)c1ccccc1NC(=O)c1cccn(Cc2cccc(C(F)(F)F)c2)c1=O
- SSB-PriA inh = -12

O=C(CSc1ccc(-c2ccc(-n3ccnc3)cc2)nn1)N1CCc2ccccc21
- SSB-PriA inh = 1

Cc1cc(C(=O)NCCn2nc(-n3cncn3)ccc2=O)c(C)o1
- SSB-PriA inh = -4

Cc1nn([C@H]2CCS(=O)(=O)C2)c2nc(-c3ccccc3)cc(C(=O)Nc3ccccc3C(N)=O)c12
- SSB-PriA inh = -1

COc1ccccc1OCC(=O)NN=C1SCC(=O)N1Cc1ccccc1
- SSB-PriA inh = 4

Cc1cc(=O)c2cc(C(=O)NCc3ccccc3)ccc2[nH]1
- SSB-PriA inh = -10&12

COc1ccc(CCNC(=O)NCCN2CCC(c3cccs3)CC2)cc1
- SSB-PriA inh = -10

O=C(c1ccc(S(=O)(=O)N2CCCCC2)cc1)N1CCN(c2ncnc3c2nnn3-c2ccccc2)CC1
- SSB-PriA inh = -23&1

CCC(C)=NNS(=O)(=O)c1ccc(C)c([N+](=O)[O-])c1
- SSB-PriA inh = 1

CCOc1ccc(N2CCn3c2nn(CC(=O)NCc2ccco2)c(=O)c3=O)cc1
- SSB-PriA inh = -7

O=C(CSCc1ccccc1)Nc1ccccc1Cc1nc(-c2cnccn2)no1
- SSB-PriA inh = 4

CC12CCC(C(=O)N3CCOCC3)(C(Br)C1=O)C2(C)C (stereo not drawn)
- SSB-PriA inh = 6

CN1CCCc2cc(C(CNC(=O)c3ccco3)N3CCOCC3)ccc21 (stereo not drawn)
- SSB-PriA inh = 10

Cc1cc(C)n2nc(SCC(=O)NN=Cc3ccccc3F)nc2n1
- SSB-PriA inh = -13

CC(C)CCn1c(SCC(=O)Nc2nccs2)nc2c(oc3ccccc32)c1=O
- SSB-PriA inh = 7

O=C(CN1CCCCCCC1)NN=Cc1ccc([N+](=O)[O-])o1
- SSB-PriA inh = -11

COc1ccc(NC(=O)c2sccc2S(=O)(=O)N2CCN(c3cc(C)ccc3C)CC2)cc1
- SSB-PriA inh = 3

Cc1nnc(SCc2cc(=O)[nH]c(N=C(N)Nc3ccccc3Sc3ccccc3)n2)s1
- SSB-PriA inh = 1

CC(C)(C)c1ccc(C=NNC(=O)CN2CCS(=O)(=O)CC2)cc1
- SSB-PriA inh = -9

O=C(c1cc2ccccc2o1)N1CC(S(=O)(=O)Cc2ccco2)C1
- SSB-PriA inh = -26

CC(=O)N1CCc2cc(NC(=O)CSc3ncnc4sc5c(c34)CCCC5)ccc21
- SSB-PriA inh = -6

COc1ccc(N2CCN(C(=O)Cc3csc4nc(-c5ccc(C)cc5)cn34)CC2)cc1
- SSB-PriA inh = 22

O=C(Nc1nc(-c2ccc(Cl)cc2)cs1)c1ccc2c(c1)OCCO2
- SSB-PriA inh = 4

O=c1[nH]c(SCc2ccc(Cl)cc2Cl)nc2c1cnn2-c1ccccc1
- SSB-PriA inh = 5

c1ccc(Oc2ccc(-c3nc(-c4ccccc4)nc4ccccc34)cc2)cc1
- SSB-PriA inh = 4

Cc1ccn(-c2ccc(Nc3ccc(NC(=O)c4c(F)cccc4Cl)cc3)nn2)n1
- SSB-PriA inh = 39*

CCOC(=O)c1cnn(-c2cc(C)c3ccccc3n2)c1N=CN(C)C
- SSB-PriA inh = 3

O=C(Nc1ccc(-c2cn3ccsc3n2)cc1)c1cc(-c2ccco2)[nH]n1
- SSB-PriA inh = -2

O=C(NNC(=O)c1cccn(Cc2ccc(Cl)c(Cl)c2)c1=O)c1ccccc1F
- SSB-PriA inh = -1

COc1cc(OC)cc(C(=O)Nc2nc(CC(=O)N3c4ccccc4CC3C)cs2)c1 (stereo not drawn)
- SSB-PriA inh = 24

O=C(Nc1cnn(CC2COc3ccccc3O2)c1)c1cc(-c2cccs2)[nH]n1 (stereo not drawn)
- SSB-PriA inh = -27

2 records drawn at random from those above, as already listed:
O=C(c1cc2ccccc2o1)N1CC(S(=O)(=O)Cc2ccco2)C1
- SSB-PriA inh = -26

CC(=O)N1CCc2cc(NC(=O)CSc3ncnc4sc5c(c34)CCCC5)ccc21
- SSB-PriA inh = -6

Single entries from the entries so far.
Reading for O=C(Nc1cnn(CC2COc3ccccc3O2)c1)c1cc(-c2cccs2)[nH]n1 (stereo not drawn) in SSB-PriA inh: -27
Reading for O=C(CN1CCCCCCC1)NN=Cc1ccc([N+](=O)[O-])o1 in SSB-PriA inh: -11
Reading for CC(=O)N1CCc2cc(NC(=O)CSc3ncnc4sc5c(c34)CCCC5)ccc21 in SSB-PriA inh: -6

Screening data (PubChem BioAssay)
